Polio RdRp inh = inhibitors of poliovirus RNA polymerase binding and polymerization. P03300. poliovirus polymerase elongation, fluorescence polarization; hits give low values. % elongation, % (compound at 16.7 µg/mL). actives 0.66% (n = 150,000). AID 588519; in the data active means % elongation below about 90%; further: some results filed as inactive read as strong as hits
Target sequence (P03300 1749-2209 limits assumed): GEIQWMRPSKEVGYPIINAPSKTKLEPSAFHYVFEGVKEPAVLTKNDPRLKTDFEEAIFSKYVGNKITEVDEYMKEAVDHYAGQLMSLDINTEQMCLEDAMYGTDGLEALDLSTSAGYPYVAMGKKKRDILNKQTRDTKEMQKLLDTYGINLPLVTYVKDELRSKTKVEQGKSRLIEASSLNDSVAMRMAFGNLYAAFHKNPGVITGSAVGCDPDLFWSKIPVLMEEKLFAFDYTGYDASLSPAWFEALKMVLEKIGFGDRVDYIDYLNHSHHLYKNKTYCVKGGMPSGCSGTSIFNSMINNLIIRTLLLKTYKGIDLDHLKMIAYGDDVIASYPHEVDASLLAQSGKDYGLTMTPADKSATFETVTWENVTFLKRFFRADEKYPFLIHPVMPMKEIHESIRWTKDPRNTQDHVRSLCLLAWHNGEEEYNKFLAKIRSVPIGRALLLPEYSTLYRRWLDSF
Polio RdRp inh FP z-score = further read-out of Polio RdRp inh, marked with its call; z-score; measured here: FP z-score; hits read low
* marks the source's active call; other numbers are inactive results. Only part of the results is shown; the hit share may differ from the screen's.

molecule | Polio RdRp inh | Polio RdRp inh FP z-score
Cc1ccc2c(CC(=O)Nc3ccc(S(=O)(=O)N4CCCCC4C)cc3)coc2c1 (stereo unspecified) | 123 | 0.6
CC(SCc1ccccc1)C(=O)NCc1ccccn1 (stereo unspecified) | 101 | 0
Cc1nc(-c2ccc(F)cc2)sc1CCNC(=O)Cc1ccc(F)cc1 | 105 | -0.4
COc1ccc(CCNC(=O)c2ccc3c(c2)N(Cc2ccc(F)cc2)C(=O)CS3)cc1OC | 112 | 0.7
O=C(O)CC1(CC(=O)N2CCN(c3ccccc3)CC2)CCCC1 | 104 | 0.2
COC(=O)Cc1[nH]n(-c2ccc(OC)cc2)c(=O)c1C(C)=NC(C)(C)C | 101 | -0.4
Cc1onc(-c2c(F)cccc2Cl)c1C(=O)N1CC(Oc2ccc(Cl)cc2)C1 | 104 | 0.2
CCN(CC)S(=O)(=O)c1ccc2nnn(OCC(=O)NCc3ccccc3OC)c2c1 | 98 | -0.4

Record cards, as listed above. Order of screens: Polio RdRp inh | Polio RdRp inh FP z-score
Results for Cc1ccc2c(CC(=O)Nc3ccc(S(=O)(=O)N4CCCCC4C)cc3)coc2c1 (stereo unspecified) = 123 | 0.6
Results for CCN(CC)S(=O)(=O)c1ccc2nnn(OCC(=O)NCc3ccccc3OC)c2c1 = 98 | -0.4
Results for O=C(O)CC1(CC(=O)N2CCN(c3ccccc3)CC2)CCCC1 = 104 | 0.2
Results for Cc1onc(-c2c(F)cccc2Cl)c1C(=O)N1CC(Oc2ccc(Cl)cc2)C1 = 104 | 0.2

The list continues:
molecule | Polio RdRp inh | Polio RdRp inh FP z-score
CC1CCN(S(=O)(=O)c2ccccc2)CC1 | 105 | 0.6
O=C1CCCc2oc(=O)ccc21 | 96 | -0.6
COc1ccc(N(CC(=O)Nc2cccc(C(C)=O)c2)S(=O)(=O)c2ccccc2)c(OC)c1 | 89 | -3.5
FC(F)(F)c1ccc(CSc2nccc(-c3cccnc3)n2)cc1 | 98 | -1.1
COC(=O)c1c(/N=C/c2c(O)n(Cc3ccccc3)c(=O)[nH]c2=O)sc2c1CCCC2 | 99 | -0.4
N#CCC(=O)Nc1ccc2c(c1)OCO2 | 97 | -1.5
CCNc1nc(NCC)n2c(SCC(=O)Nc3ccc(CC)cc3)nnc2n1 | 104 | 0.5
CCOC(=O)c1cnc(Cc2ccccc2)[nH]c1=O | 104 | 1.8
Cc1cc(NC(=O)c2ccco2)sc1C | 107 | 0.5
CCCCNc1cc(C)nc(CCC)n1 | 104 | 1.2
Cc1cc(Oc2ccccc2)nc(Oc2ccc(OCC(N)=O)nn2)n1 | 101 | 0.3
CCN(c1ccccc1)S(=O)(=O)c1ccc2[nH]c3c(c2c1)CCCC3 | 102 | 0
COc1ccc(NC(=O)c2cnn(-c3ccc(C)c(C)c3)c2C2CCNCC2)cc1Cl | 98 | -0.7
CCc1cccc(NC(=O)CCCCCC2NC(=O)NC2C)c1 (stereo unspecified) | 107 | 2.4
COC(=O)c1cc(=O)n2ccccc2c1C#N | 98 | -0.9
CCOC(=O)c1[nH]c(C)c(C(=O)N2CCCC2)c1C | 100 | -1.2
COc1ccc(N2CCN(c3ncnc4c3cnn4-c3ccc(F)cc3)CC2)cc1 | 111 | 0.6
O=C1C=CC(=O)N1c1cccc(Cl)c1 | 103 | 0.3
O=C(CSc1ccccc1)Nc1nc2ccc(Br)cc2s1 | 101 | -0.6
O=C(CSc1ccc(-c2ccccn2)nn1)Nc1ccc(F)cc1F | 108 | 0.2
CCOC(=O)c1c(C)oc2c1c(CN1CC(C)OC(C)C1)c(O)c1ccccc12 (stereo unspecified) | 103 | 0.2
O=C(Cn1c(=O)nc(-c2ccccc2)c2ccccc21)Nc1ccc(Cl)cc1F | 106 | 0.1
O=C(c1ccc2c(c1)OCO2)N1CCCCCCC1 | 103 | 0
O=C(c1ccc(Cl)cc1)N1CCC(c2nc(-c3ccc(F)cc3)no2)CC1 | 103 | 0.3
Cc1ccc2nc(Nc3cccc(O)c3)c3nncn3c2c1 | 104 | 1
CCc1ccc(-n2nnc(S(=O)(=O)c3ccc(CC)cc3)c2N)cc1 | 100 | -0.2
CCOC(=O)Cc1ccc(NC(=O)N(C(C)C)C2CCN(C(C)=O)CC2)cc1 | 109 | 0.4
Cc1nc2cccc(C(=O)Oc3ccc(C(C)(C)C)cc3)c2o1 | 104 | 0.1
O=C(NCc1ccc2c(c1)CCN2C(=O)c1ccc(F)cc1)c1ccc(Br)o1 | 108 | 0.3
CCN(CC)C(=S)Nc1c(C)cccc1C | 104 | 0.3
CCN(CC)CCCNC(=O)C1CCN(S(C)(=O)=O)CC1 | 112 | 0.4
O=C(NC1CCCCCC1)C1c2ccccc2C(=O)N1Cc1ccc(F)cc1 (stereo unspecified) | 109 | 0.8

Structures from the list above with a thiophene ring, fused or not:
molecule | Polio RdRp inh | Polio RdRp inh FP z-score
COC(=O)c1c(/N=C/c2c(O)n(Cc3ccccc3)c(=O)[nH]c2=O)sc2c1CCCC2 | 99 | -0.4
Cc1cc(NC(=O)c2ccco2)sc1C | 107 | 0.5

(more compounds)
molecule | Polio RdRp inh | Polio RdRp inh FP z-score
COc1cccc(CNC(=O)CN2CCCN(Cc3ccccc3)S2(=O)=O)c1 | 109 | 0.9
COc1ccc(C)cc1NS(C)(=O)=O | 105 | 1.1
CSc1cccc(NC(=O)c2ccc(CN3CCOCC3)cc2)c1 | 105 | 0.3
COc1ccc(N2CC(C(=O)NCCc3c[nH]c4ccccc34)CC2=O)cc1 (stereo unspecified) | 102 | 0.3
CNC(C)Cc1ccccn1 (stereo unspecified) | 102 | 0.1
Cc1ccc2oc(-c3ccc(C)c(NC(=O)/C=C/c4ccc(Cl)cc4)c3)nc2c1 | 102 | -0.9
C/C(=N\OCc1ccc(C(=O)N2CCCCC2)o1)c1cccc(C(F)(F)F)c1 | 98 | -1.3
CCN(CC)S(=O)(=O)c1ccc(N2CC(C(=O)Nc3ccc4c(c3)OCO4)CC2=O)cc1 (stereo unspecified) | 102 | 0
O=S(=O)(Cc1noc(-c2ccc(OC(F)(F)F)cc2)n1)Cc1ccco1 | 104 | 0.1
CNC(=O)CCc1cc2ccccc2[nH]1 | 104 | 0.1
O=C(/C=N/O)Nc1ccc(C(=O)O)cc1 | 103 | 0
Cc1cc(/C=N/NC(=S)Nc2cccnc2)c(C)n1-c1cccc(S(=O)(=O)N2CCOCC2)c1 | 104 | 0.2
Cc1cccc(OCC(=O)N(Cc2ccc(C(C)(C)C)cc2)Cc2ccco2)c1 | 108 | 0.1
Cc1[nH]cnc1C(F)(F)F | 108 | 0.3
O=C(c1cccc(Cl)c1)n1nc(-c2ccco2)nc1NCc1cccs1 | 106 | -0.2
CCn1cc(C(=O)NCCc2ccc(C)cc2)c(=O)c2cc(S(=O)(=O)N3CCc4ccccc4C3)ccc21 | 104 | -0.1
Cc1ccc(C2=NN(C(=O)COC(=O)c3ccc(-n4cnnn4)cc3)C(c3ccco3)C2)cc1 (stereo unspecified) | 99 | -0.5
CCc1ccc(NC(=O)NCCCN2CCN(c3ccccc3)CC2)cc1 | 101 | -1
CC1CCCN(C(=O)c2cc(-c3ccco3)nc3ccccc23)C1 (stereo unspecified) | 98 | -1.3
CCC(=O)N1CCc2cc(CNC(=O)Cc3ccc(F)cc3)ccc21 | 105 | -0.4
S=C(NNc1ccc(Cl)nn1)NC1CC2CCC1C2 (stereo unspecified) | 100 | -0.4
CC(CCc1ccccc1)NC(=O)Cc1nnc(-c2ccc(Br)cc2)o1 (stereo unspecified) | 104 | 1
CCC(C)Sc1nc2ccccc2c(=O)[nH]1 (stereo unspecified) | 104 | 0.4
CCOc1ccc(NC(=O)CSC2=Nc3ccccc3C3=NC(CC(=O)NCc4cccs4)C(=O)N23)cc1 (stereo unspecified) | 107 | 0.1
O=C(COc1ccc(Cl)cc1)N=Nc1c(O)n(CN2CCCCCC2)c2ccccc12 | 100 | -0.3
COC(=O)c1scc(-c2ccc(C)cc2)c1S(=O)(=O)N1CCN(c2cccc(Cl)c2)CC1 | 102 | -0.9
CC1=C(C(=O)OC(C)C)C(c2sccc2C)NC(=O)N1 (stereo unspecified) | 102 | 0.3
CCOc1ccccc1NC(=O)Cn1c(=O)n(-c2ccccc2)c(=O)c2c1c1cc(C)ccc1n2C | 113 | 1.3
CCc1c(O)n(C2CCCCC2)c(=S)[nH]c1=O | 99 | -0.2
COc1ccc(-c2[nH]c(-c3ccccc3)nc2SCC(=O)NC2CCCC2)cc1 | 113 | 0.2
CN(C)CCNC(=O)c1cccc(S(=O)(=O)Nc2ccccc2Cl)c1 | 105 | 0.4
COc1cccc(CC(=O)N(Cc2ccc3c(c2)OCO3)C2CCCC2)c1 | 105 | 0.7
O=C(Cc1csc(-c2cccs2)n1)Oc1ccc2c(c1)CCC2 | 98 | -0.6
O=C(Cn1ccn(-c2cccc(Cl)c2)c(=O)c1=O)c1ccc(F)cc1 | 110 | 0.7
Cc1ccc2nc(NCc3ccccc3Cl)c3nnnn3c2c1 | 107 | 0.5
COc1ccc(-c2nnc(SCC(=O)NC(C)(C)C)n2C(C)C)cc1 | 103 | 0.1
O=S(=O)(NCc1cccs1)c1ccc(Br)cc1 | 104 | 0.1
COc1ccc(NC(=O)c2cc3ccc(O)cc3o/c2=N\O)cc1 | 101 | 0.1
Cc1cccc(NC(=O)C2CCCN(S(=O)(=O)c3cccc4nonc34)C2)c1 (stereo unspecified) | 113 | 2.1
COc1ccc(CNC(=O)c2ccc3c(c2)N(Cc2ccccc2)CCS3)cc1 | 104 | -0.1
O=C(O)CC(C(=O)O)C1SC(=O)NC1=O (stereo unspecified) | 98 | -0.4
Oc1ccc(NCc2ccc(Br)cc2)cc1 | 102 | 0.5
COc1ccc(CCNC(=O)c2cnc3sc(N4CCCCC4)nn3c2=O)cc1OC | 106 | -0.1
O=C(OCc1cc(=O)oc2cc(O)ccc12)c1cccnc1Cl | 104 | 0.1
O=c1cnnc(NC2CCCCC2)[nH]1 | 101 | -0.2
Cc1ccc(C(=O)c2cn(Cc3ccccc3)c3nc(C)ccc3c2=O)cc1 | 108 | 0.7
CCCn1nnnc1NC(=S)NC(=O)c1cc2ccccc2o1 | 102 | 0.4
O=C(c1cccnc1Nc1cccc(Cl)c1)N1CCCCC1 | 101 | -0.1
COc1ccc(CN2C(=O)C(O)(CC(=O)c3ccc4c(c3)OCO4)c3ccccc32)cc1OC (stereo unspecified) | 104 | 1.8
Cc1cc(S(=O)(=O)N2CCC(NC(=O)Cc3ccccc3)CC2)c(Cl)cc1Cl | 102 | -0.4
CCC(=O)N1CCc2cc(Br)cc(S(=O)(=O)CCC(=O)Nc3ccc(Cl)cc3)c21 | 109 | 1.2
COc1cccc(C(=O)Nc2nc(-c3ccc(Br)cc3)ns2)c1 | 100 | -0.3
COc1ccc(C(=O)OCc2nnc(-c3ccccc3)o2)cc1S(=O)(=O)Nc1ccc(C)cc1 | 106 | 0.3
Cc1ccn2c(=O)cc(CSc3nnc(-c4cccs4)n3C3CC3)nc2c1 | 100 | -0.3
COc1ccc(CC(=O)Nc2nccs2)cc1OC | 103 | -0.1
Cc1cc2ccccn2c1C(=O)c1ccco1 | 105 | 0.3

Further structures follow:
molecule | Polio RdRp inh | Polio RdRp inh FP z-score
O=C(Nc1ccc2c(c1)OCCO2)c1ccc2nccnc2c1 | 99 | -0.8
CC(C)=CC(=O)CC(O)(c1ccccc1)c1ccccc1 | 105 | 0.9
C[N+](C)(CCCOc1ccccc1)c1ccccc1 | 100 | 0
Cc1ccc(C(=O)Cn2nnc(-c3ccccc3Cl)n2)cc1 | 103 | 0.5
CCOC(=O)c1ccc2c(c1)c(C)c(C)n2Cc1ccccc1 | 102 | 0.2
CCOC(=O)N1CCN(C(=O)c2ccc(NS(=O)(=O)c3ccccc3)cc2)CC1 | 99 | -1.3
O=C(O)COc1ccccc1/C=N/NC(=O)C1CC1 | 96 | -0.5
CCCn1c(=O)n(-c2ccccc2Cl)c(=O)c2sc3ccccc3c21 | 104 | -0.2
NC(=O)C1CCN(CC(O)COc2ccc3c(c2)OCO3)CC1 (stereo unspecified) | 105 | 0.5
N#Cc1cc(Cl)c2c(c1)OCCO2 | 106 | 0.7
Cc1cccc(NC(=S)N2CCOC2c2ccsc2)c1 (stereo unspecified) | 105 | 0.3
COc1cc(S(=O)(=O)N(CC(=O)Nc2c(C)cccc2C)CC2CCCO2)ccc1-n1cnnn1 (stereo unspecified) | 102 | 0.1
COC(=O)C1=C(C)N(Cc2ccccc2)C(=O)NC1c1ccccc1 (stereo unspecified) | 99 | -0.4
CCSc1nnc2[nH]c(=O)c(C)c(C)n12 | 105 | 0.9
CCc1cccc(C)c1Nc1c(-c2cccc(O)c2)nc2sccn12 | 105 | -0.1
C=CCc1ccccc1Oc1cc(OC)nc(N)n1 | 105 | 0.3
Cc1cc(C)c2sc(N(Cc3cccnc3)C(=O)CCS(=O)(=O)c3ccccc3)nc2c1 | 106 | -0.3
Cc1onc(-c2ccccc2Cl)c1C(=O)N1CCN(C)CC1 | 102 | 0
CC(C)C1C(=O)OC2c3ccccc3C(=O)N21 (stereo unspecified) | 101 | -0.5
O=C(O)c1nccnc1C(=O)NCc1ccccc1 | 103 | 0.3
CSc1ccccc1N=Cc1c(O)[nH]c2ccccc12 | 99 | -0.4
CC(=O)NC(CC(=O)O)C(=O)O (stereo unspecified) | 99 | -0.1
O=C(CCSc1ccccc1)c1cccs1 | 100 | -0.7
COc1ccc(NC(=O)CSc2nc3ccccc3n2CC(=O)N(C)c2ccc(F)cc2)cc1 | 102 | -0.6
CN(C)S(=O)(=O)c1ccc(C(=O)NNc2nc3ccccc3s2)cc1 | 100 | -0.5
CCOc1ccc(S(=O)(=O)N(CC(=O)NCc2ccccc2)c2ccccc2)cc1 | 100 | -0.3
CCOC(=O)c1c(C)[nH]c(C)c1S(=O)(=O)N1CCCC(C(=O)Nc2ncccc2C)C1 (stereo unspecified) | 110 | 0.3
O=C(NCCc1c[nH]c2ccccc12)c1c(Cl)nc2sccn12 | 104 | 0.2
Cc1ccc2c(c1)c1c(n2C)/C(=N/NC(N)=S)CCC1 | 98 | -0.8
COc1ccc(C)cc1NC(=O)C1CCN(S(=O)(=O)Cc2ccccc2)CC1 | 110 | 0.6
N#Cc1cc2c(nc1SCC(=O)c1ccccc1)CCC2 | 103 | 0.2
Cc1ccc(C(=O)NC(C(=O)N(C)C)=C(Cl)Cl)cc1 | 100 | -0.3
O=C(COc1ccc2ccccc2c1)Nc1c2c(nn1-c1ccc(F)cc1)CS(=O)(=O)C2 | 103 | 0.4
